High-throughput results: PubChem BioAssay, National Center for Advancing Translational Sciences (NCATS)
D3 antag = blocks the human D3 dopamine receptor; P35462; D3R cells, DiscoveRx beta-arrestin luminescence, antagonist mode; stronger effect = lower value; max response, negative = inhibition, %; actives 2.5% (n = 360,000); AID 652054; in the data active = max response below about -50%; inconclusive = no clear call, values can overlap the other calls; note: % is set by controls: 0 for no effect and ±100 for the full control effect; mostly tested at two doses, the higher about 12 µM
Target sequence (P35462 whole entry, looked up): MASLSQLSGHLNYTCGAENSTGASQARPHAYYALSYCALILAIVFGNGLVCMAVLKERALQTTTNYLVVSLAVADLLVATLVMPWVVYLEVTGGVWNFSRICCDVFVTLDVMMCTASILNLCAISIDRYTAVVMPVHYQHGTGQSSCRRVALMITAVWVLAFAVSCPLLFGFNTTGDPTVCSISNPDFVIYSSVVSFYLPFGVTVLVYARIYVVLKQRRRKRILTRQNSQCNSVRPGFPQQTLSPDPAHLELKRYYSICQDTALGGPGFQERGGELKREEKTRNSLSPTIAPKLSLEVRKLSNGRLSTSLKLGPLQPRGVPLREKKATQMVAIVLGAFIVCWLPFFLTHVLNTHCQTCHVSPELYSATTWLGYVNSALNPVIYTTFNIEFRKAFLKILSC
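Cells expressing the human receptor were seeded at 1500 cells/well, incubated overnight at 37 degrees C in 5% CO2, then exposed to library compounds with dopamine controls for 90 minutes at 37 degrees C before luminescent detection.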
Akt phos inh = inhibitors of Akt phosphorylation; activity change, % for hits at 50 µM; actives 0.32% (n = 360,000); Neuro2A IGF-stimulated pAkt S473 HTRF, 20 min; stronger effect = lower value; in the data active = activity change below about -80%; inconclusive = mostly about -51% to -80%; note: % is set by controls: 0 for no effect and ±100 for the full control effect
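Neuro2A cells in DMEM with 0.5% FBS, overnight at 37 deg C, given compound at single 50 µM final, then IGF (6 nM final) for 20 min at 37 deg C. Lysed; phospho-Akt Ser473 by HTRF after 24 h, 665/615 ratio.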
FUS suppressor = suppressors of FUS proteinopathy in yeast; S. cerevisiae FUS-expressing, growth rescue, OD600, 24 h; Potency, µM (top dose mostly 76.6 µM), inactives show at the highest dose growth rescue (activation), actives largely listed as activators; actives 0.24% (n = 390,000);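 note: potency is the fitted concentration of half-maximal effect; plate controls were DMSO vehicle for no effect and reference control for full effect; nearly all actives have a fitted effect of over 55% in size; some results filed as inactive show a strong effect at the top dose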
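Galactose (2%) drives FUS expression in yeast precultured in raffinose; seeding density OD 0.005. Test compounds incubated 24hr at 30C and 99% humidity before absorbance at 600 nm was measured.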
aSyn rescue = inhibitors of alpha-synuclein toxicity in yeast; Yeast expressing alpha-synuclein, growth rescue, BacTiter-Glo, 24 h; Potency, µM (series often up to 46.1 µM), for inactives: top-dose growth rescue (activation), usual class: activators; actives 0.14% (n = 370,000); AID 652106; note: potency is the fitted concentration of half-maximal effect; % of control where 0% means no effect; nearly all actives have a fitted effect of over 65% in size
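Readout is rescue of growth in alpha-synuclein-expressing yeast, so inhibitors of toxicity appear as activators. Growth after 24 hr at 30 deg C in galactose medium is quantified by luminescence.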
Abeta rescue = restores growth of yeast expressing A-beta42 peptide. yeast expressing A-beta42, growth rescue, OD600, 48 h; response scale: 0% DMSO, 100% iron-clioquinol control. actives 0.063% (n = 410,000). Potency, µM (top dose mostly 46.1 µM), without a hit: at the highest dose growth rescue, most hits filed as activators; note: potency is the fitted concentration of half-maximal effect; nearly all actives have a fitted effect of over 55% in size
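Yeast growth medium received pinned compounds, then yeast cells expressing toxic A-beta were added; plates incubated at 30 C for 48 hr. Growth read as absorbance at 600 nm, normalized to DMSO and equimolar FeCl3 plus clioquinol controls.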
TDP43 rescue = TDP-43 toxicity inhibition in yeast. TDP-43 expressing yeast growth rescue, BacTiter-Glo, 24 h. Potency, µM (doses to about 46.1 µM), for inactives: top-dose growth rescue (activation), actives largely listed as activators. actives 1.8% (n = 410,000). AID 652104; note: potency is the fitted concentration of half-maximal effect; % of control where 0% means no effect; nearly all actives have a fitted effect of over 50% in size
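Luminescence from BacTiter-Glo reports growth of TDP-43-expressing yeast after 24 hr at 30 deg C with compound. Cells were raffinose-pregrown to mid-log, then seeded in galactose medium at OD600=0.02.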
PTHR1 agonist = agonists of human PTHR1 parathyroid hormone receptor; HEK293 GP2 PTHR1 cells, GloSensor cAMP luminescence, 1 h; Potency, µM (titrated, usually from 115 µM), for the others: top-dose activation, most hits filed as activators; actives 0.075% (n = 410,000); AID 743266; note: potency is the fitted concentration of half-maximal effect; nearly all actives have a fitted effect of over 55% in size; some results filed as inactive show a strong effect at the top dose; inactives centre near -15; many of its hits are not listed in these tables
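HEK-293-derived GP2 cells expressing PTHR1 and a GloSensor cAMP reporter, 3,000/well, plated overnight, given luciferin plus IBMX (each 0.5 mM as added) for 1 h at 37 °C, then compound for 1 h at 37 °C. Luminescence was read after 15 min at room temperature.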
GLP1R inv ag = inverse agonists of human GLP-1 receptor; P43220; HEK293 GLP-1R CRE-luciferase, luminescence, 24 h; GLP-1R form is constitutively active; Potency, µM (top dose mostly 38.3 µM), for the others: top-dose activity change, negative = inhibition, most hits filed as inhibitors; actives 1.6% (n = 410,000); note: potency is the fitted concentration of half-maximal effect; % is set by controls: 0 for no effect and ±100 for the full control effect; nearly all actives have a fitted effect of over 55% in size
Target sequence (P43220 whole entry, looked up): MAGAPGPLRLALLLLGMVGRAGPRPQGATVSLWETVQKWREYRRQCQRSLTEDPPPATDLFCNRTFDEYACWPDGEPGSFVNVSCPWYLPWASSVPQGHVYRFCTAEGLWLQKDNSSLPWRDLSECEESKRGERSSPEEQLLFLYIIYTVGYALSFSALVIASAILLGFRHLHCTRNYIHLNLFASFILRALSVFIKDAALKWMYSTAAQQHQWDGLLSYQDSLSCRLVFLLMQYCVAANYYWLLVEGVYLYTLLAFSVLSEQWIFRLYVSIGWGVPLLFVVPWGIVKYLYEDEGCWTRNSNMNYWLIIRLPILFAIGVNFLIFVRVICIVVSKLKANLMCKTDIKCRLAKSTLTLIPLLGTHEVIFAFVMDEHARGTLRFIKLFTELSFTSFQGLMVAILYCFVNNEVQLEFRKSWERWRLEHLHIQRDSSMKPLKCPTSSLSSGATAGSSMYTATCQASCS
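Constitutively active GLP-1R drives a cAMP-responsive luciferase in stably transfected HEK293 cells; test compounds are added after overnight (12 h) attachment and left 24 hr, and signal loss in luminescence marks inhibition.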
GLP-1R agonist = GLP-1 receptor (human) agonism | HEK293 GLP-1R CRE-luciferase, luminescence, 4-6 h; cells express a hypersensitive GLP-1R form | Potency, µM (doses to about 45.6 µM), for the others: at the highest dose activation, most hits filed as activators | actives 0.007% (n = 380,000) | AID 624172; note: potency is the fitted concentration of half-maximal effect; % of control where 0% means no effect
* = called active by the depositor; i = inactive; ? = inconclusive; . = not tested or not shown; & = joins results of further samples; [ ] = dose if it differs, or a comment. Unless noted, calls come from the whole dose curve; as a rule, active = well fitted curve in the direction sought with a large enough effect; inconclusive = small, poorly fitted or top-dose-only effect, or another doubt; inactive = no such curve, though single readings can be large; an effect the other way counts as inactive or inconclusive. An excerpt; rates above refer to the full screens.

SMILES	D3 antag	Akt phos inh	FUS suppressor	aSyn rescue	Abeta rescue	TDP43 rescue	PTHR1 agonist	GLP1R inv ag	GLP-1R agonist
O=C1c2cccc3cccc(c23)C(=O)N1CCCN1CCN(c2ccc(F)cc2)CC1	?	i	8%	4%	-3%	9%	-20%	?	-4%
CC(=O)c1cccc(NC(=O)C2CCCN(S(=O)(=O)c3ccccc3)C2)c1 (configuration not stated)	-17	.	20%	-1%	12%	-2%	i	-50%	2%
COc1cc(NC(=O)Cn2c(=O)cc(C)c3c(C)nn(-c4ccc(C)cc4)c32)cc(OC)c1	.	.	-28%	.	-22%	-34%[inhibitor]	-20%	28%	.
COC(=O)c1sc(NC(=S)NC(=O)c2ccccc2C)nc1C	-28	i	13%	1%	-6%	?	-21%	?	7%
COc1ccc(NC(=O)Nc2ccc3c(c2)C(=O)N([C@H](C)CO)C[C@H](C)[C@H](CN(C)Cc2ccc(C(=O)O)cc2)OCCCC[C@@H](C)O3)cc1	43	i	32%	2%	-13%	11%	-5%	5%	1%
Cc1ccc(OCC(=O)NNC(=O)c2cc(C)[nH]n2)cc1	5	i	-8%	0%	-3%	1%	i	-10%	-7%
COc1cccc(NS(=O)(=O)c2ccc(S(=O)(=O)N3CCCC3)cc2)c1	4	i	3%	-18%	-18%	-17%	i	?	-3%
CN(C)CCCn1c(SCC(=O)Nc2sc3c(c2C#N)CCCC3)nnc1-c1ccncc1	-16	i	13%	11%	-8%	-17%	i	0%	10%
COc1ccc(C(C)=O)c(OC(=O)c2ccco2)c1	2	i	-10%	0%	23%	12%	i	11%	-8%
Cc1cn(CC(=O)NCC(c2ccccc2)c2ccccc2)c(=O)[nH]c1=O	5	i	-8%	-4%	2%	7%	-18%	-2%	1%
Cc1ccc(CNC(=O)c2ccccc2NC(=O)CN2CCN(C)CC2)cc1	-19	i	-5%	2%	0%	-26%	15%	?	11%
O=C(CSC1=N/C(=C/c2ccc(Cl)c(Cl)c2)C(=O)N1c1ccccc1F)NC1CC1	-11	i	.	13%	-6%	-6%	-5%	0%	1%
CC(C)c1ccc(NC(=O)CN2C(=O)COc3ccc(S(=O)(=O)N4CCOCC4)cc32)cc1	-23	i	-22%&-5%	-3%	-8%&-15%	8%&13%	-11%	-9%&9%	-3%
CC(=O)Nc1ccc(S(=O)(=O)N2CCC(C(=O)NCc3ccco3)CC2)cc1	12	i	6%	3%	-6%	-7%	-9%	15%	-3%
Cc1ccc([C@H]2C[C@@H](O)[C@H](n3cc(COC(=O)c4ccccc4)nn3)CN2C(=O)c2cccs2)cc1	-22	i	?	7%	0%	0%	-54%[inhibitor]	?	15%
CCS(=O)(=O)N1CCCc2cc(C(=O)Nc3cccc(C(C)=O)c3)ccc21	.	.	36%	.	-11%	5%	-4%	-14%	.
CC1(C)N=C(N)N=C(N)N1c1ccc(CCCCc2ccccc2)cc1	-6	i	11%	-7%	-33%[inhibitor]	11%	-30%	?	2%
Cc1cccc(NC(=O)c2cc(-c3cc(C)cc(C)c3O)n[nH]2)c1	2	i	-2%	0%	-6%	7%	-36%[inhibitor]	?	3%
CCSc1nnc(NC(=O)C(CC)Oc2ccccc2)s1 (configuration not stated)	-25	.	26%	-5%	-55%[inhibitor]	17%	i	0%	-4%
O=C(c1cccc(Cl)c1)N1CCN(CCc2ccncc2)CC1	.	.	-5%	.	-22%	-10%	i	-10%	.
Cc1cc(C)c(OCCN2CC(C)OC(C)C2)c(Br)c1 (configuration not stated)	-21	i	37%	0%	-6%	.	6%	?	-3%
Cc1ccc(NS(=O)(=O)c2ccc3c(c2)NC(=O)C(C)C(=O)N3)c(Cl)c1 (configuration not stated)	2	i	-7%	0%	-10%	-3%	i	-8%	8%
COc1cccc(CNC(=O)CCCn2c(=O)c3cccn3c3cccnc32)c1OC	.	.	-19%	.	-11%	-2%	-10%	16%	.
CCCNC(=O)c1onc(CSc2ccc(Cl)cc2)c1C(=O)NC(C)C	11	i	19%	1%	5%	0%	-10%	?	8%
Cc1cc(C)c2c(N)c3cccc(C)c3nc2n1	-19	i	35%	3%	-12%	10%	i	?	-2%
Cc1ccc(Cn2c(SCCN3CCOCC3)nc3c2c(=O)n(C)c(=O)n3C)cc1	-17	i	-4%	10%	-14%	-16%	i	1%	18%
COc1cccc(CNn2cnnc2)c1OCc1ccccc1F	-18	i	-3%	-3%	5%	-28%	i	5%	11%
COc1ccc(S(=O)(=O)N2CCOCC2)cc1NC(=O)CN1CCN(C)CC1	0	i	2%	5%	1%	-8%	i	1%	7%
COc1ccc(NC(=O)C[C@H]2C(=O)N(c3ccc(OC)cc3)C[C@@H]2c2ccc(Br)cc2)cc1	-2	i	?	4%	-6%	?	-11%	?	0%
CCOC(=O)N1CCN(C(=O)CSCC(=O)Nc2nc(-c3cccs3)cs2)CC1	43	i	35%	4%	1%	-4%	-20%[57.5 µM]	0%	0%

Molecules listed so far that have an aryl thioether with sulfur outside any ring:
SMILES	D3 antag	Akt phos inh	FUS suppressor	aSyn rescue	Abeta rescue	TDP43 rescue	PTHR1 agonist	GLP1R inv ag	GLP-1R agonist
CN(C)CCCn1c(SCC(=O)Nc2sc3c(c2C#N)CCCC3)nnc1-c1ccncc1	-16	i	13%	11%	-8%	-17%	i	0%	10%
CCSc1nnc(NC(=O)C(CC)Oc2ccccc2)s1 (configuration not stated)	-25	.	26%	-5%	-55%[inhibitor]	17%	i	0%	-4%
CCCNC(=O)c1onc(CSc2ccc(Cl)cc2)c1C(=O)NC(C)C	11	i	19%	1%	5%	0%	-10%	?	8%
Cc1ccc(Cn2c(SCCN3CCOCC3)nc3c2c(=O)n(C)c(=O)n3C)cc1	-17	i	-4%	10%	-14%	-16%	i	1%	18%

(further entries)
SMILES	D3 antag	Akt phos inh	FUS suppressor	aSyn rescue	Abeta rescue	TDP43 rescue	PTHR1 agonist	GLP1R inv ag	GLP-1R agonist
O=C(O)CCn1cc(/C=C2/NC(=S)N(c3ccccc3)C2=O)c(-c2ccccc2)n1	0	i	.	1%	4%	3%	i	-5%	2%
COc1ccccc1OCCNC(=O)c1cc(F)c(F)cc1Cl	-16	i	-9%	3%	5%	4%	i	3%	0%
O=[N+]([O-])c1ccc(N2CCN(S(=O)(=O)c3ccccc3)CC2)c2cccnc12	?	i	15%	11%	-16%	9%	-13%	105%[activator]	25%
CCOC(=O)N1CCN(S(=O)(=O)c2ccc3c(c2)CC(C)N3C(=O)C2CC2)CC1 (configuration not stated)	-11	i	13%	-1%	0%	5%	i	8%	-4%
Cc1cccc(-n2nnc3c(=O)n(Cc4ccccn4)cnc32)c1	1	i	-4%	4%	10%	?	-11%	1%	4%
Cc1ccc(NC(=O)C2CCN(S(=O)(=O)c3cccc4nonc34)CC2)c(Cl)c1	.	.	-32%	.	-10%	24%	-2%	11%	1%
O=C(NCc1ccccc1)c1cc(C2COCCN2C(=O)CCc2ccccc2)on1 (configuration not stated)	-18	i	-3%	5%	-9%	9%	-54%[inhibitor]	-17%	-1%
COCCN1C(=O)CN(S(C)(=O)=O)CC1(C)C(=O)NC(C)C (configuration not stated)	5	i	-12%	-2%	-6%	8%	-12%	28%	.
COc1ccc(-c2cccc(NC(=O)c3ccc4c(c3)OCO4)c2)nn1	8	i	5%	3%	21%	25%	-11%	-29%	1%
CN(N)c1nc(N2CCCC2)nc(N2CCCC2)n1	6	i	1%	-2%	3%	20%	-20%	8%	-1%

Exported as labelled records: part of the list above
molecule: Cc1ccc(NC(=O)C2CCN(S(=O)(=O)c3cccc4nonc34)CC2)c(Cl)c1
  D3 antag = .; Akt phos inh = .; FUS suppressor = -32%; aSyn rescue = .; Abeta rescue = -10%; TDP43 rescue = 24%; PTHR1 agonist = -2%; GLP1R inv ag = 11%; GLP-1R agonist = 1%
molecule: O=C(NCc1ccccc1)c1cc(C2COCCN2C(=O)CCc2ccccc2)on1 (configuration not stated)
  D3 antag = -18; Akt phos inh = i; FUS suppressor = -3%; aSyn rescue = 5%; Abeta rescue = -9%; TDP43 rescue = 9%; PTHR1 agonist = -54%[inhibitor]; GLP1R inv ag = -17%; GLP-1R agonist = -1%
molecule: COc1ccccc1OCCNC(=O)c1cc(F)c(F)cc1Cl
  D3 antag = -16; Akt phos inh = i; FUS suppressor = -9%; aSyn rescue = 3%; Abeta rescue = 5%; TDP43 rescue = 4%; PTHR1 agonist = i; GLP1R inv ag = 3%; GLP-1R agonist = 0%
molecule: COCCN1C(=O)CN(S(C)(=O)=O)CC1(C)C(=O)NC(C)C (configuration not stated)
  D3 antag = 5; Akt phos inh = i; FUS suppressor = -12%; aSyn rescue = -2%; Abeta rescue = -6%; TDP43 rescue = 8%; PTHR1 agonist = -12%; GLP1R inv ag = 28%; GLP-1R agonist = .

Next compounds follow:
SMILES	D3 antag	Akt phos inh	FUS suppressor	aSyn rescue	Abeta rescue	TDP43 rescue	PTHR1 agonist	GLP1R inv ag	GLP-1R agonist
C=CCNC(=O)c1c(CSc2ccc(Cl)cc2)noc1C(=O)NCc1ccccc1	-2	i	24%	-1%	8%	4%	-4%	7.9µM*	2%
OC(CN1CCOCC1)Cn1c2ccccc2c2ccccc21 (configuration not stated)	-4	i	-4%	10%	-12%	13%	-10%	-7%	-5%
COc1ccccc1N1CC(C)(C)C(=O)N(C(=O)c2ccc(Cl)cc2)C1=S	-11	i	28%	-29%	-29%	-27%	-20%	?	-1%
CCOC(=O)CSc1nc2c(sc(=S)n2-c2ccccc2)c(=O)[nH]1	24	i	.	-10%	-3%	13%	-15%	2%	-2%
COc1ccc2cc(CN(C)C(=O)CN3C(=O)NC4(CCCC4)C3=O)ccc2c1	25	i	?	0%	4%	1%	-21%	-7%	23%
COc1ccc(NC(=S)Nc2ccccc2)cc1	4&-7	i	-12%&-17%	2%&6%	20%&9%	25%&9%	i	10%&9%	5%&-1%
